# Keap1 Nrf2 FP – Keap1-Nrf2 (human) interaction inhibition; Q14145; Keap1 Kelch-Nrf2 peptide fluorescence polarization, 1536-well; inhibition, % at 9.4 µM; hit rate 0.15% among 340,000; AID 504523; in the data active means inhibition above about 12%;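 further: human Keap1 Kelch domain with fluorescein labeled Nrf2 9mer peptide probe; 0% = neutral control wells and 100% = peptide positive control; higher means more block of Keap1 binding to Nrf2 peptide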
# Target sequence (Q14145 whole entry, looked up, the tested form may be a part): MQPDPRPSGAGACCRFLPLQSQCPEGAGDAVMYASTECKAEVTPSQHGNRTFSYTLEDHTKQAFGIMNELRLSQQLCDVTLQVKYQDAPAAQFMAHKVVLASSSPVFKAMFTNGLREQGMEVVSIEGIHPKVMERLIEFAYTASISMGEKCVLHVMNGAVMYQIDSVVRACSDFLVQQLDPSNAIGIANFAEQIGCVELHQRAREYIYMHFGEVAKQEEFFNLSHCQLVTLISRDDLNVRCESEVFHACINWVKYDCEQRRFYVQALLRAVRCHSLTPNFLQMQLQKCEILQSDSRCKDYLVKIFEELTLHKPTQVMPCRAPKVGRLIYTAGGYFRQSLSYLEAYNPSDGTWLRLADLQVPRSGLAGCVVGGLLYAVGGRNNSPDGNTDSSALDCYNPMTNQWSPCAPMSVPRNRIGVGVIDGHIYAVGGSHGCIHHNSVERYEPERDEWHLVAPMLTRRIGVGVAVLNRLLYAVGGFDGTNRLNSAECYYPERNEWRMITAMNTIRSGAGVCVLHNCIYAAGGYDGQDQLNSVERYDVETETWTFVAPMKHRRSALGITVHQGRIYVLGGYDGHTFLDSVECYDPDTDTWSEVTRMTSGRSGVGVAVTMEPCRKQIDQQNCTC
# C-LANA FP – inhibitors of KSHV LANA C-terminal domain DNA binding | MBP-C-LANA/FAM-LBS DNA binding, fluorescence polarization | inhibition, % at 9 µM | hit rate 0.078% among 340,000;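 active means highest replicate inhibition at or above 60% at 9 µM, even if other replicates fall short; inactive means all replicates below 60% inhibition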;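 further: 0% = neutral control wells and 100% = 4 µM acridine orange control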
# MOR-DOR ag – OPRM1-OPRD1 heterodimerization agonism. activation, % at 9.3 µM. hit rate 0.3% among 340,000. cells, luminescence; in the data active means activation above about 18%;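 further: 0% = vehicle-treated cells and 100% = reference agonist; values of inactives mirror those of a sister screen read the other way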
# V-ATPase pH – yeast V-ATPase proton transport regulation by pHLuorin; S. cerevisiae, pHLuorin cytosolic pH fluorescence; response, % at 10 µM; hit rate 0.37% among 350,000; AID 504577; in the data active means response mostly above about 7.3%, no sharp cut-off; inactive means mostly below about 5.4%; further: actives read high; inactives centre near 0; some compounds called inactive have numbers as strong as hits; reference of the scale not given here
# MOR-DOR inv ag – mu-delta opioid heterodimer inverse agonism | P35372+P41143 | cell-based MOR-DOR heterodimer luminescence | inhibition, % at 9.3 µM | hit rate 0.21% among 340,000; in the data active means inhibition above about 22%, passing the limit was not always enough;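 further: 0% = cells with DMSO and 100% = wells without cells with DMSO; values of inactives mirror those of a sister screen read the other way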
# CAL PDZ FP – blocks peptide binding to the human CAL PDZ domain; Q9HD26; inhibition, % at 24.9 µM; hit rate 0.92% among 300,000; purified CAL PDZ, TMR-peptide fluorescence polarization, 1 h; AID 602252;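 active means mean inhibition of at least 30% with at least half of replicates also reaching 30%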;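 further: 0% = DMSO neutral control and 100% = excess unlabeled competitor peptide PRC23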
# HTR5A inv ag – inverse agonist of human HTR5A in OPRM1-OPRD1 counter-screen; HTR5A cell line, luminescence, inverse agonism; P47898; inhibition, % at 9.3 µM; hit rate 0.083% among 340,000; in the data active means inhibition mostly above about 23%, no sharp cut-off; inactive means mostly below about 18%;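 further: 0% = cells with DMSO and 100% = no-cell wells with DMSO; some compounds called inactive have numbers as strong as hits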
# Target sequence (P47898 whole entry, looked up): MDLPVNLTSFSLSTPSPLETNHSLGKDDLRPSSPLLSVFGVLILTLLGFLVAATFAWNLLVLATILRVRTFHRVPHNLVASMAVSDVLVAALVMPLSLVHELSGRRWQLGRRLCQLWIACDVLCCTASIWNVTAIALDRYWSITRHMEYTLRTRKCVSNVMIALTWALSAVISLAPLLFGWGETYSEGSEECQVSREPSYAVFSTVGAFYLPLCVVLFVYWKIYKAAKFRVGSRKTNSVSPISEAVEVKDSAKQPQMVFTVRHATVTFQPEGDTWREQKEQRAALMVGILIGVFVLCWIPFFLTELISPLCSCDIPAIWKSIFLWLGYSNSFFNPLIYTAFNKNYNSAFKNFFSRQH
# Cardiac RTF inh – cardiac RTF calcium desensitization | P19429+P45379 | IANBD-labeled cardiac RTF, Ca2+ fluorescence | inhibition, % at 7.15 µM | hit rate 0.12% among 340,000;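 active means inhibition above the mean inhibition of all tested compounds plus 3 SD, cut at about 17% in these data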;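 further: assay run at fixed EC70 calcium of 1.6 mM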
# cardiac RTF act – cardiac RTF calcium sensitization; P19429+P45379; IANBD-labeled TnC RTF fluorescence at EC20 calcium; 0% EC20 calcium, 100% full calcium; activation, % at 7.2 µM; hit rate 0.24% among 340,000; AID 493008;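 active means activation above the mean over all tested compounds plus 3 SD, cut at about 30% in these data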;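 further: rise in fluorescence read as greater calcium sensitivity of cardiac thin filaments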
# HTR5A ag ctr – activates human HTR5A in OPRM1-OPRD1 agonist counter-screen; P47898; HTR5A agonist assay, luminescence, cell-based; activation, % at 9.3 µM; hit rate 0.61% among 340,000; in the data active means activation mostly above about 9.5%, no sharp cut-off; inactive means mostly below about 7.6%;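 further: 0% = cells with vehicle only and 100% = reference agonist; strong numbers were not always called active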
# Starred values were filed as active, the others as inactive; / = not tested or not shown.
nr	canonical_smiles	Keap1 Nrf2 FP	C-LANA FP	MOR-DOR ag	V-ATPase pH	MOR-DOR inv ag	CAL PDZ FP	HTR5A inv ag	Cardiac RTF inh	cardiac RTF act	HTR5A ag ctr
1	Cc1cc(NC(=O)CSc2nc3ccsc3c(=O)n2Cc2ccccn2)n[nH]1	-9	1.0	0.2	-3	-1	4	-29	1	-3	0
2	NC(=O)C1CCN(C(c2ccccc2)c2nnnn2C2CCCC2)CC1 (stereo unspecified)	0	1.1	-1.7	-6	10	-3	9	3	0	1
3	Cc1cnc(C(=O)N2CCCC(C(=O)c3ccc(Cl)cc3C)C2)cn1 (stereo unspecified)	1	0.8	-3.7	3	20	-2	1	4	-1	0
4	CCc1ccc(NC(=O)CSc2nc3ccccc3c(=O)n2CCN2CCOCC2)cc1	2	-0.7	-1.8	0	9	-7	10	-14	2	-4
5	NC(=O)C1CC(=O)N(c2ccc(OCC(=O)Nc3cccc(C(F)(F)F)c3)cc2)C1 (stereo unspecified)	0	1.6	-2.8	/	15	/	-10	-5	-9	3
6	Cc1cccc(N=Nc2c(O)[nH]c3ccc(F)cc23)c1	0	5.6	-6.3	-1	33*	1	6	-29	31*	-3
7	CCOCCCNC(=O)CCCn1nc(C)n2c(cc3sccc32)c1=O	-2	2.1	-0.6	3	3	/	0	-1	-2	1
8	COc1ccc(NC(=O)CN(c2cc(C)cc(C)c2)S(=O)(=O)c2c(C)noc2C)cc1	-1	-1.0	1.0	4	-5	/	-10	-1	0	3
9	COc1ccccc1NC(=O)NNC(=O)c1ccc(-c2ccccc2)cc1	-1	-0.5	-1.3	3	6	/	15	-8	1	-6
10	CC(=O)N1N=C(c2ccc3ccccc3c2)OC1(C)C	-5	-1.7	0.8	-1	-4	-2	-5	7	-6	-1
11	COc1ccc(C(Nc2ccccn2)c2c(NC(=O)c3ccco3)sc(C)c2C)cc1OC (stereo unspecified)	0	0.1	2.4	-1	-12	-1	11	-2	8	-4
12	CCOc1cc(/C=C(\C#N)c2nc(-c3cccs3)c(NC(C)=O)s2)ccc1O	-3	-2.3	1.5	-1	-8	2	-17	-55	53*	-2
13	CCn1c(=O)c(C(=O)NCc2cccnc2)c(O)c2ccccc21	-5	0.1	19*	-1	-111	-6	2	-10	14	-1
14	O=C1CC(c2ccccc2)Cc2nc(NCc3ccco3)ncc21 (stereo unspecified)	-1	-0.6	1.0	4	-5	3	17	-4	0	-2
15	O=C(Nc1ccc(Cl)cc1)Nc1cccc2nsnc12	3	0.7	5.0	3	-26	0	1	-14	3	0
16	CCCC1(C(=O)OC)NC(c2ccco2)C2C(=O)N(c3ccc(C)cc3)C(=O)C21 (stereo unspecified)	-2	0.5	-2.8	0	17	-2	16	2	-5	3
17	CCc1ccc(N2CC(C(=O)N/N=C/c3cccc([N+](=O)[O-])c3)CC2=O)cc1 (stereo unspecified)	-5	-1.8	-0.9	-4	5	-3	-16	-1	3	1
18	CCCN1C(=O)C2(OCCO2)c2cc(Cl)ccc21	-5	0.0	-1.5	0	7	16	4	-13	-4	-1
19	CCCn1c(SCC(=O)Nc2ccc(F)c(Cl)c2)nc(O)cc1=O	2	-0.5	-0.7	3	3	/	-8	-11	-1	0
20	CSCCC(NC(=O)c1ccccc1Br)C(=O)N1CCCC(C(F)(F)F)C1 (stereo unspecified)	3	0.6	-1.3	-2	7	/	-4	-4	1	-3
21	O=C(Nc1ccc(Cl)cc1F)c1ccccc1Br	0	-1.5	-1.6	0	9	-1	2	2	4	-2
22	COc1ccc(-c2nnc(NC(=O)CS(=O)(=O)c3ccc(F)cc3)o2)c(OC)c1	0	-0.5	-3.0	-3	14	/	9	-12	-3	-1
23	OC1CCN(Cc2ccc3ccccc3c2)CC1	-4	0.0	-1.2	-2	6	/	7	-6	1	-2
24	COc1ccc(CC(=O)OCC(=O)Nc2ccc(OC(F)F)cc2)cc1OC	3	-0.2	-3.6	0	15	-5	-4	0	-4	2
25	CC(OC(=O)CSc1ccc(F)cc1)C(=O)NC1(C#N)CCCCC1 (stereo unspecified)	-2	-0.1	-2.1	1	12	4	2	-4	-2	-4
26	Cc1ccc2c(c1)cc1c(=O)n(CC(=O)N(C)c3ccccc3)nc(C)n12	0	-2.6	-0.3	-1	2	/	-1	-12	-2	0
27	Cc1cccc(C(=O)NCC(=O)Nc2ccncc2)c1	-6	-0.3	-0.3	-1	2	0	-21	2	-2	0
28	CC(C)C[C@@H](CO)N1CCN(Cc2ccccc2)CCC1=O	-2	0.7	-0.2	-3	1	1	-38	3	-6	14
29	CC1CCN(C(=O)C(C)Sc2nc(-c3ccccc3)cc(C(F)(F)F)n2)CC1 (stereo unspecified)	-3	-2.8	-1.4	1	8	0	-18	12	0	7
30	Cc1nc2ccccc2c2c1CC(C(C)(Cl)Br)O2 (stereo unspecified)	2	0.5	-2.5	-2	13	/	-15	-2	-3	3
31	CCCn1nc(NC(=O)C2CCCO2)c2cc3ccc(C)cc3nc21 (stereo unspecified)	3	0.4	-3.0	2	15	-4	-3	-3	-1	1
32	COc1ccc(S(=O)(=O)N2CCCCCC2)cc1C(=O)NC1(C)CCS(=O)(=O)C1 (stereo unspecified)	-1	-1.7	-2.1	3	11	-1	16	-2	-6	-1
33	COC(=O)[C@@H](NCc1cccc(CN[C@H](C(=O)OC)C(C)C)c1)C(C)C	1	2.0	0.9	1	-5	-2	10	-5	4	-4
34	CC(=NNC(=S)N1CCCCC1)c1cccc(C)n1	3	-0.7	-7.7	-3	34	-1	3	4	-4	-1
35	O=C(Nc1ccccc1)C(=O)Nc1cccnc1	-6	1.1	-2.0	3	10	4	-8	2	-2	-4
36	COc1cccc(NC(=S)N(Cc2ccccn2)Cc2ccccc2Cl)c1	0	-1.7	-1.4	2	7	3	-1	-1	2	1

# In a second layout: entries from further up.
# Values in the order: Keap1 Nrf2 FP | C-LANA FP | MOR-DOR ag | V-ATPase pH | MOR-DOR inv ag | CAL PDZ FP | HTR5A inv ag | Cardiac RTF inh | cardiac RTF act | HTR5A ag ctr
23. OC1CCN(Cc2ccc3ccccc3c2)CC1
  -4 | 0.0 | -1.2 | -2 | 6 | / | 7 | -6 | 1 | -2
24. COc1ccc(CC(=O)OCC(=O)Nc2ccc(OC(F)F)cc2)cc1OC
  3 | -0.2 | -3.6 | 0 | 15 | -5 | -4 | 0 | -4 | 2
25. CC(OC(=O)CSc1ccc(F)cc1)C(=O)NC1(C#N)CCCCC1 (stereo unspecified)
  -2 | -0.1 | -2.1 | 1 | 12 | 4 | 2 | -4 | -2 | -4
26. Cc1ccc2c(c1)cc1c(=O)n(CC(=O)N(C)c3ccccc3)nc(C)n12
  0 | -2.6 | -0.3 | -1 | 2 | / | -1 | -12 | -2 | 0
27. Cc1cccc(C(=O)NCC(=O)Nc2ccncc2)c1
  -6 | -0.3 | -0.3 | -1 | 2 | 0 | -21 | 2 | -2 | 0
28. CC(C)C[C@@H](CO)N1CCN(Cc2ccccc2)CCC1=O
  -2 | 0.7 | -0.2 | -3 | 1 | 1 | -38 | 3 | -6 | 14
29. CC1CCN(C(=O)C(C)Sc2nc(-c3ccccc3)cc(C(F)(F)F)n2)CC1 (stereo unspecified)
  -3 | -2.8 | -1.4 | 1 | 8 | 0 | -18 | 12 | 0 | 7
30. Cc1nc2ccccc2c2c1CC(C(C)(Cl)Br)O2 (stereo unspecified)
  2 | 0.5 | -2.5 | -2 | 13 | / | -15 | -2 | -3 | 3
31. CCCn1nc(NC(=O)C2CCCO2)c2cc3ccc(C)cc3nc21 (stereo unspecified)
  3 | 0.4 | -3.0 | 2 | 15 | -4 | -3 | -3 | -1 | 1
32. COc1ccc(S(=O)(=O)N2CCCCCC2)cc1C(=O)NC1(C)CCS(=O)(=O)C1 (stereo unspecified)
  -1 | -1.7 | -2.1 | 3 | 11 | -1 | 16 | -2 | -6 | -1
33. COC(=O)[C@@H](NCc1cccc(CN[C@H](C(=O)OC)C(C)C)c1)C(C)C
  1 | 2.0 | 0.9 | 1 | -5 | -2 | 10 | -5 | 4 | -4
34. CC(=NNC(=S)N1CCCCC1)c1cccc(C)n1
  3 | -0.7 | -7.7 | -3 | 34 | -1 | 3 | 4 | -4 | -1
35. O=C(Nc1ccccc1)C(=O)Nc1cccnc1
  -6 | 1.1 | -2.0 | 3 | 10 | 4 | -8 | 2 | -2 | -4
36. COc1cccc(NC(=S)N(Cc2ccccn2)Cc2ccccc2Cl)c1
  0 | -1.7 | -1.4 | 2 | 7 | 3 | -1 | -1 | 2 | 1

# Remaining list, next part
nr	canonical_smiles	Keap1 Nrf2 FP	C-LANA FP	MOR-DOR ag	V-ATPase pH	MOR-DOR inv ag	CAL PDZ FP	HTR5A inv ag	Cardiac RTF inh	cardiac RTF act	HTR5A ag ctr
37	CCCCOc1ccc(/C=N/NC(=O)c2csc(C)c2C)cc1	1	-0.3	0.4	1	-2	5	18	-5	-3	-2
38	Cc1nnc(NC(=O)CSc2nc3ccccc3o2)s1	-7	-2.5	2.0	0	-11	-6	-5	-7	5	1
39	Cc1ccc(Sc2ncnc(N)c2[N+](=O)[O-])cc1	1	-2.0	-1.0	1	5	-2	4	1	4	2
40	Cc1cc(C)c(C#N)c(Sc2ccc(N)cc2)n1	-2	-0.9	-3.2	3	19	2	4	0	3	-1
41	CCn1c(SCC(=O)NC2CC2)nnc1-c1cccc(OC)c1	-1	1.3	-1.5	-3	8	-6	-17	-7	-1	-2
42	COC(=O)CN1C(C)=Nc2ccc(C)cc2C1c1ccccc1 (stereo unspecified)	-6	3.1	-4.2	-3	19	-1	-13	5	-1	0
43	Cc1c(Cl)cccc1Nc1nc(N)nc(CSc2nc3ccccc3s2)n1	-3	-0.7	6.7	4	-35	-2	-7	4	4	2
44	COc1ccc(Nc2nccc3c2ncn3C)cc1	-2	1.8	-0.8	-3	4	-4	-9	-6	2	-2
45	O=c1cc(-c2ccccc2)c2ccc(O)c(CN3CCCCC3)c2o1	-2	-0.6	-2.2	0	12	-3	12	0	-3	-2
46	CCn1c(=O)c2cc(S(=O)(=O)NCc3ccccc3)ccc2n(CC)c1=O	3	-0.2	-1.7	6	10	-6	19	-2	3	-6
47	O=C(COC(=O)CCC(=O)c1ccc(F)cc1)Nc1ccc(N2CCOCC2)cc1	-1	0.3	0.2	-3	-1	-1	-27	-4	-3	9
48	COC(=O)c1ccccc1N=C(SC)N(C)C	-1	-2.5	-1.6	0	10	0	17	-6	-11	-1
49	Cc1cc(-c2ccc(C)c(S(=O)(=O)NCCCN3CCN(c4ccccc4)CC3)c2)on1	0	-0.5	4.5	0	-24	-2	10	0	7	-2
50	COc1ccccc1CNC(=O)CCCC(=O)n1ncc2cc(C)ccc21	-3	-0.9	-2.2	-1	13	-11	-3	-2	3	1
51	Cc1ccsc1/C=C/C(=O)O	0	3.4	-2.7	2	12	0	6	-8	1	0
52	CC(C)CC(NC(=O)C1CCC(=O)N1C(=O)OCc1ccccc1)C(=O)NC(Cc1ccccc1)C(N)=O (stereo unspecified)	-2	-0.8	-0.1	-1	0	-2	-19	-10	-2	6

# As entered above.
# entry 50 in Cardiac RTF inh has -2
# entry 49 in MOR-DOR ag has 4.5
